From PubChem BioAssay
FEN1 inh = inhibitors of human flap endonuclease 1 | Potency, µM (doses to about 114 µM), inactives show at the top dose activity change, negative = inhibition, usual class: inhibitors | Recombinant FEN1 flap cleavage, fluorescence, 15 min | 0.35% of 390,000 active | P39748; also: nearly all actives have a fitted effect of over 65% in size
Target sequence (P39748 whole entry, looked up): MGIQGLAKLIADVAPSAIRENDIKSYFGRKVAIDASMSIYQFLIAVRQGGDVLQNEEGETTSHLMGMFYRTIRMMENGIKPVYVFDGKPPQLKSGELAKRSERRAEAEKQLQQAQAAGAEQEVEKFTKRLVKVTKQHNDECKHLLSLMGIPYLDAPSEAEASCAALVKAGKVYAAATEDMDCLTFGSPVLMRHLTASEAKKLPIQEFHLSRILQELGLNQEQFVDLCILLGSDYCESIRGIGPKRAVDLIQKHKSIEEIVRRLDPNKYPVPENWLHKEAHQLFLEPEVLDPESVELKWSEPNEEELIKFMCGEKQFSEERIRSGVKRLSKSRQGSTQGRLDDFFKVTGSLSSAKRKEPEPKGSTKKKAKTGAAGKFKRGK
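Compounds are tested as a concentration series against 10 nM FEN1; after a 15 min room-temperature preincubation, 50 nM substrate starts cleavage, with plate reads at 0 and 15 min. Normalized responses are fitted by a Hill equation.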
N370S GC mod = inhibits or activates N370S mutant glucocerebrosidase. P04062. AID 2101. N370S GC spleen homogenate, 4MU-glucoside fluorescence. 0.092% of 330,000 active. Potency, µM (series often up to 59.4 µM), for inactives: at the highest dose activity change, negative = inhibition, hits mostly inhibitors;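 also: 0% = full enzyme activity and -100% = no enzyme basal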
TDP1 cell CPT = growth inhibition of DT40 Tdp1-/-;hTDP1 cells with camptothecin (screen for TDP1 inhibitors); 12% of 420,000 active; chicken DT40 Tdp1-/-;hTDP1 cells + 20 nM CPT, ATP luminescence, 48 h; AID 686979; Potency, µM (doses to about 46.2 µM), for the others: top-dose activity change, negative = growth inhibition, actives largely listed as inhibitors; also: nearly all actives have a fitted effect of over 55% in size
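Chicken DT40 Tdp1-/- cells stably complemented with human TDP1 were seeded at 400 cells/well in medium containing 20 nM camptothecin, exposed to pin-transferred compounds, and grown at 37 °C for at least 48 hr. Viability was read as ATP luminescence.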
The depositor's hits bear a star; ? = inconclusive; · = not tested or not shown; & = joins results of further samples. Calls follow the shape of the dose curve; as a rule, active = well fitted curve in the direction sought with a large enough effect; inconclusive = small, poorly fitted or top-dose-only effect, or another doubt; inactive = no such curve, though single readings can be large; an effect the other way counts as inactive or inconclusive. Unless noted, % is scaled to controls: 0 for no effect and ±100 for the full control effect; potency is read from the fitted curve at half-maximal effect. An excerpt; the hit share may differ from the screen's.

Under each structure: FEN1 inh | N370S GC mod | TDP1 cell CPT
> O=C(CCn1nnc2ccccc21)N1CCC(O)(c2cccc(F)c2)CC1
 : -4.0% | 6.8% | ?
> O=C(OCCN1CCCCC1)c1ccccc1Br
 : -3.0% | -13.8% | 9.7%
> Cc1cc(NC(=O)CSc2nc3sc(C)c(C)c3c(=O)n2C2CCCC2)no1
 : 6.4% | 1.0% | 9.2µM*
> CCC1=Nc2cc(C(=O)NC3CCCC3)ccc2Sc2ccc(Cl)cc21
 : -4.9% | · | 0.92µM*
> COc1cccc(-c2n[nH]c(=S)n2Cc2ccco2)c1OC
 : -9.7% | -14.4% | -27.6%
> COc1ccc(CCNC(=O)C2CCCN(S(=O)(=O)c3ccc(F)cc3)C2)cc1 (stereo unspecified)
 : 4.8% | -2.3% | ?
> CNc1nc(N)c([N+](=O)[O-])c(Nc2ccccc2OC)n1
 : 2.2% | -19.8% | ?
> Cc1ccc(S(=O)(=O)N2CCOCC2)cc1C(=O)Nc1ccccn1
 : -8.0% | 7.4% | 5.9%
> CSc1nc(N)c(C#N)c(-c2ccc(Cl)cc2)c1C#N
 : 3.8% | ? | -18.1%
> CCOc1ccc(C2C(C#N)=C(N)N(c3sc4c(c3C#N)CCCC4)C3=C2C(=O)CCC3)cc1 (stereo unspecified)
 : 0.1% | ? | ?
> Cc1cccc(NC(=O)CSc2nnc(-c3cnccn3)n2Cc2ccco2)c1
 : -4.4% | 5.4% | -19.4%
> N#Cc1ccc(/C=C(\C(=O)C(=O)O)c2ccc3ccccc3n2)cc1
 : 1.0% | 2.6% | -10.2%
> CCOc1ccccc1NC(=S)NCc1ccco1
 : -9.4% | -4.3% | -0.7%
> CC(=O)NCCNC(=O)C1CCC(CNc2nc(=S)[nH]c3ccccc23)CC1 (stereo unspecified)
 : 1.9% | 1.3% | 9.9%
> NC(=O)C1=C[C@H](c2csc3ccccc23)C[C@H](OCCCCO)O1
 : 3.5% | -3.9% | ?

Record cards, from the list above.
Listed for `Cc1cc(NC(=O)CSc2nc3sc(C)c(C)c3c(=O)n2C2CCCC2)no1` : FEN1 inh: 6.4%; N370S GC mod: 1.0%; TDP1 cell CPT: 9.2µM*
Listed for `COc1ccc(CCNC(=O)C2CCCN(S(=O)(=O)c3ccc(F)cc3)C2)cc1` (stereo unspecified) : FEN1 inh: 4.8%; N370S GC mod: -2.3%; TDP1 cell CPT: ?
Listed for `N#Cc1ccc(/C=C(\C(=O)C(=O)O)c2ccc3ccccc3n2)cc1` : FEN1 inh: 1.0%; N370S GC mod: 2.6%; TDP1 cell CPT: -10.2%

(listing goes on)
Under each structure: FEN1 inh | N370S GC mod | TDP1 cell CPT
> Cc1ccc(NC(=O)N2CC3CCCN3c3ccccc32)c(C)c1 (stereo unspecified)
 : -3.0% | · | 23.1µM*
> CCOC(=O)C(C(=O)N(C)C)c1ncc(C(F)(F)F)cc1Cl (stereo unspecified)
 : -4.7% | -3.0% | 1.6%
> Cc1ccc(N2CCN(C(=O)c3cn(C)c4ccc(S(=O)(=O)N(C)C)cc4c3=O)CC2C)cc1 (stereo unspecified)
 : 12.4% | · | 1.2%
> Cc1cccc(CNc2cc(-c3ccc(N(C)C)cc3)ncn2)c1
 : · | ? | -25.5%
> COC(=O)c1ccccc1NC(=O)c1cc(=O)c2ccc(C)c(C)c2o1
 : 23.2% | · | -15.4%
> Cn1nnc(NC(=O)c2ccc(Br)o2)n1
 : -1.6% | -14.5% | 0.2%
> CN(CC(=O)Nc1ccc(Cl)cc1)C(=O)c1cccc(S(=O)(=O)NCc2ccccc2)c1
 : -2.9% | -15.4% | ?
> COc1ccc(C2CN=NC2C(=O)c2ccccc2)cc1 (stereo unspecified)
 : 5.9% | -11.3% | -9.6%
> Cc1cc(C)n2nc(SCC(=O)Nc3ccc(F)cc3)nc2n1
 : 8.0% | 5.9% | -29.5%
> O=C(/C=C1\NCC2c3ccccc3CCN2C1=O)c1ccccc1 (stereo unspecified)
 : -12.6% | -1.9% | ?
> Cn1c(=O)n(C)c2cc(CNc3ccc(N4CCOCC4)c(C(=O)O)c3)ccc21
 : -12.4% | 1.6% | ?
> CCOc1ccccc1CNC(=O)C1CCN(c2nc3ccccc3nc2C(F)(F)F)CC1
 : 22.7% | · | ?
> CSC(C1CCCC1)n1nnc2ccccc21 (stereo unspecified)
 : -12.2% | -7.2% | -28.9%
> Cc1ccccc1S(=O)(=O)Cc1ccc(C(=O)NC2CCCCC2)o1
 : -0.9%&6.1% | 0.7% | 20.6µM*
> Clc1ccc(-c2cnc3ccccc3n2)cc1
 : 0.0% | -16.4% | 1.6%
> Nc1nc(NC(=O)/C=C\C(=O)O)nn1-c1ccccc1
 : 10.9% | 5.7% | 6.5%
> CC12CCCCC1NS(=O)(=O)OC2 (stereo unspecified)
 : -0.2% | -13.0% | -12.6%
> CCCCOC(=O)CSc1n[nH]c(=O)[nH]c1=O
 : -7.1% | 13.0% | 2.3%
> O=C(O)Cc1ccc(NC(=O)Nc2ccc3c(c2)OCO3)cc1
 : 14.7% | 0.4% | -22.7%
> Cc1c[nH]c(=O)n(CCCN2CCN(c3ccccc3OCC(F)(F)F)CC2)c1=O
 : · | -5.0% | -8.9%
> O=C(Nc1nc2cc3c(cc2s1)OCCO3)c1ccc(N2C(=O)CCC2=O)cc1
 : -4.8% | -5.4% | 1.6%
> Cc1cccc(NC(=O)CS(=O)CC(=O)Nc2cnc3ccccc3c2)c1C (stereo unspecified)
 : 9.7% | -0.9% | 1.3%
> COc1ccccc1C(=O)Nc1nnc(C)s1
 : -13.0% | 5.7% | 3.9%
> CC(C)c1nnc(NC(=O)CS(=O)(=O)Cc2ccccc2)s1
 : 18.6% | 12.4% | 32.1%
> O=C(COC(=O)[C@@H]1CC(O)CN1S(=O)(=O)c1ccc2c(c1)OCCO2)Nc1cc(F)ccc1F (stereo partly specified)
 : 8.2% | · | -9.2%
> CN(C)CCCn1c(SCCN2C(=O)c3ccccc3C2=O)nc2ccccc2c1=O
 : 1.3% | 4.4% | 11.8%
> CCOC(=O)C1CCN(S(=O)(=O)c2cnc[nH]2)CC1
 : -3.9% | 0.8% | -8.5%
> Nn1c(SCC(=O)Nc2ccc3c(c2)OCO3)nnc1C1CCCCC1
 : 0.0% | -13.3% | 9.5%
> COCCCNC(=O)CS(=O)Cc1nc(-c2ccccc2C)oc1C (stereo unspecified)
 : 10.5% | 3.4% | 10.1%
> Cc1ccnc(NC(=O)C2COc3ccccc3O2)c1 (stereo unspecified)
 : -9.3% | 1.8% | -5.4%
> Cc1nc2ccccc2c2c1C(=O)N(C1CCCCCCC1)C2=O
 : -9.2% | 6.5% | -27.9%
> CCCN(CCC)CCCNC(=O)C(NS(=O)(=O)c1ccc2c(c1)CCC(=O)N2)c1ccccc1 (stereo unspecified)
 : -0.1% | -3.6% | -6.9%
> CCOC(=O)c1c(-c2ccc(C)cc2)csc1NC(=O)c1cc2ccccc2oc1=O
 : -4.6% | 12.4% | -1.4%
> CN(C)CCCN(C(=O)c1ccc2ccccc2c1)c1nc2cc3c(cc2s1)OCO3
 : -29.8% | -18.5% | 20.6µM*
> NC(=O)c1ccsc1NC(=O)CSc1n[nH]c(N)n1
 : 8.2% | · | 5.8%
> CCc1cccc(CC)c1-n1nnc2c(sc3nc(C)cc(C)c32)c1=O
 : -9.7% | · | ?
> CC(=O)c1cccc(NC(=O)N2CCCC2C(=O)Nc2ccc3c(c2)OCCO3)c1 (stereo unspecified)
 : -11.9% | -24.9% | 1.0%
> CCNC(=O)NC(=O)COC(=O)C1CSC2(C)CCC(=O)N12 (stereo unspecified)
 : 0.3% | 4.4% | 6.0%
> Cc1cc(C)cc(NS(=O)(=O)c2c(C)[nH]c(=O)[nH]c2=O)c1
 : 5.1% | -2.1% | 7.1%
> CCOC(=O)C1=NOC(CNc2ncc(C(F)(F)F)cc2Cl)C1 (stereo unspecified)
 : 4.3% | 11.8% | 9.5%
> Cn1c(=O)c2cc(NC(=O)c3ccccc3Cl)c(=O)oc2n(C)c1=O
 : -0.5% | -6.5% | -18.0%
> Cc1nn(-c2ccccc2)c(C)c1NC(=O)COC(=O)c1cc(Br)ccc1O
 : -3.5% | 0.5% | -4.0%

Two compounds from above with just TDP1 cell CPT:
| SMILES | TDP1 cell CPT |
| --- | --- |
| Cn1c(=O)c2cc(NC(=O)c3ccccc3Cl)c(=O)oc2n(C)c1=O | -18.0% |
| Cc1nn(-c2ccccc2)c(C)c1NC(=O)COC(=O)c1cc(Br)ccc1O | -4.0% |

Single values from the entries so far.
Under N370S GC mod, Clc1ccc(-c2cnc3ccccc3n2)cc1 reads -16.4%
Under N370S GC mod, O=C(/C=C1\NCC2c3ccccc3CCN2C1=O)c1ccccc1 (stereo unspecified) reads -1.9%
Under TDP1 cell CPT, CSC(C1CCCC1)n1nnc2ccccc21 (stereo unspecified) reads -28.9%
Under N370S GC mod, Nn1c(SCC(=O)Nc2ccc3c(c2)OCO3)nnc1C1CCCCC1 reads -13.3%
